# NTR1 agonist = agonists of NTR1, primary screen, imaging, U2OS cells, beta-arrestin-GFP, high content (AID 493036); P30989; NTR1-U2OS beta-arrestin-GFP spot imaging, agonist mode; activation, % at 20 µM; 330,000 tested, 0.17% active;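 active means activation at or above 40% of the spot to cytoplasm intensity ratio, with at least 20 cells analyzed; inconclusive means wells under 20 cells, flagged as cytotoxic or low count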;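 further: 0% = DMSO without peptide and 100% = 100 nM NTR1 peptide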
# Target sequence (P30989 whole entry, looked up): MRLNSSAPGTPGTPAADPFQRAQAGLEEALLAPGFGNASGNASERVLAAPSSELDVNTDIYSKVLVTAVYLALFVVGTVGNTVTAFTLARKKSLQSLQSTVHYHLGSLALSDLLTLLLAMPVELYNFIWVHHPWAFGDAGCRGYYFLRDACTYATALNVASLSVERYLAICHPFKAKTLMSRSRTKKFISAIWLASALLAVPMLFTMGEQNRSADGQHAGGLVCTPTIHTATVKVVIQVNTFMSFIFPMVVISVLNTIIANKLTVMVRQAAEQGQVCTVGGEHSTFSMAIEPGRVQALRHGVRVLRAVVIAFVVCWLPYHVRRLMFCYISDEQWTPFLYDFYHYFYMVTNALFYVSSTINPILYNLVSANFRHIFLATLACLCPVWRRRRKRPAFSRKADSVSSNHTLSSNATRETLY
# TNAP activation fold = human TNAP enzyme activators, primary screen, biochemical, luminescent, no phosphate acceptor, uHTS (AID 1001); purified TNAP, luminescent activation assay, no phosphate acceptor; higher activation fold means a stronger effect; one-dose activation fold at 20 µM; EC50 in µM for titrated hits; 200,000 tested, 0.03% active; in the data active means activation fold from about 3, or a potency from the dose series; inactive means the rest, 99 in 100 with activation fold below about 1.6; further: many of its hits are not listed in these tables
# K1F lysis inhibition = inhibition of K1F phage lysis, E. coli UTI89, bacterial capsule biogenesis inhibitors, alamar blue (AID 488966); E. coli UTI89 K1F phage lysis, alamar blue, 2 h; higher % means a stronger effect; inhibition, % at 100 µM; hits with a dose series show IC50 in µM; 340,000 tested, 0.02% active;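 active means phage lysis inhibition, versus mean bacterial control, above a set limit; inconclusive means no clear call, values can overlap the other calls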;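 further: capsule biogenesis inhibitors block K1F phage lysis so surviving cells raise fluorescence; higher fluorescence means more inhibition of phage lysis; actives were called in the ten point dose series up to 300 µM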
# Salmonella PhoP GFP = PhoP-dependent GFP reporter repression – Salmonella Typhimurium, primary screen (AID 1863); S. Typhimurium PhoP-regulated promoter GFP reporter, 4 h; higher % means a stronger effect; inhibition, % at 50 µM, or IC50 in µM where a hit was titrated; 300,000 tested, 0.16% active;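 active means inhibition over 29.93%, a cutoff 3 SD above the screen mean, later confirmed by dose response; inconclusive means inhibition over 29.93% but no dose response follow-up; inactive means inhibition at most 29.93% or unconfirmed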;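 further: 0% = low Mg2+ inducing control and 100% = high Mg2+ repressing control; strong numbers were not always called active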
# Large T inhibition = TAg ATPase/helicase activity blockers – biochemical (AID 1903). SV40 large T antigen ATPase/helicase inhibition assay; higher % means a stronger effect. inhibition, % at 20 µM; hits with a dose series show IC50 in µM. 310,000 tested, 0.39% active; in the data active means a potency from the dose series; inconclusive means inhibition mostly from about 32% at the one dose, without a potency; inactive means the rest, 99 in 100 with inhibition below about 32%; further: strong numbers were not always called active
# MgcRacGAP inhibition = MgcRacGAP GTPase-activating activity inhibitors, confirmation, biochemical, ADP Hunter fluorescence; MgcRacGAP-stimulated Rac1 GTP hydrolysis, ADP Hunter fluorescence; higher % means a stronger effect; GST-tagged Rac1 F28L mutant substrate; inhibition, % at 30 µM, or IC50 in µM where a hit was titrated; 340,000 tested, 0.6% active;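 active means first-screen hits whose inhibition reached a set limit at any dose in the follow-up dose series; inconclusive means inhibition above the set first-screen limit but never retested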;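 further: fluorescence reports GDP produced by GAP-driven GTP hydrolysis; strong numbers were not always called active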
# Myeloid diff 2 = promotes myeloid progenitor differentiation. ER-HoxA9 myeloid progenitors, lysozyme-GFP differentiation, flow cytometry. calls only at 10 µM. 360,000 tested, 1% active. AID 624256;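 active means normalized GFP-positive differentiation at or above the plate's own cutoff, the solvent-only control mean plus 3 SD; inconclusive means no clear call, values can overlap the other calls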;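 further: cells exposed to compound for four days before flow analysis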
# T cell modulator = T cell immune modulators affecting CD8 T cell-vesicle binding; 330,000 tested, 0.068% active; 2C CD8+ T cell-vesicle binding, flow cytometry; stronger effect = lower value; AID 2052; calls only at 7 µM;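 active means response, share of CD8 T cells binding vesicles, and their 90th percentile fluorescence all below set limits, cut at about 80% in these data, passing the limit was not always enough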
#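 Also added: QL9-peptide-loaded Drosophila micro-vesicles bearing Ld, ICAM-1 and B7-1; Test system: purified 2C TCR transgenic mouse naive CD8+ T cells; Measured by: cytometric PE anti-B7-1 and Alexa647 anti-CD8 signals after 1% paraformaldehyde fixation; Timing: binding step 1.5 h, 37 °C, antibody labelling 20 min, ice.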
# RSV CPE inhibition = RSV antiviral activity via CPE protection, HEp-2 cells, primary 10 µM value included (AID 2391). 310,000 tested, 0.13% active. CPE inhibition, % at 10 µM; hits with a dose series show IC50 in µM. HEp-2 cells, RSV-induced CPE inhibition; higher % means a stronger effect; in the data active means a potency from the dose series; inconclusive means CPE inhibition mostly from about 23% at the one dose, without a potency; inactive means the rest, 99 in 100 with CPE inhibition below about 21%; further: strong numbers were not always called active
# T cell modulator vesicle-bound % = further read-out of T cell modulator, marked with its call; double positive events, %; measured here: CD8+ vesicle-bound cell fraction;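 binding gate set so that unloaded-vesicle control wells show 10% double positive cells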
# NTR1 agonist cell count 20 µM = recorded beside NTR1 agonist, whose call it bears; cell count; measured here: cell count, cytotoxicity flag
# Myeloid diff 2 GFP+ MAC1+ % = recorded beside Myeloid diff 2, whose call it bears; GFP+ MAC1+ double positive, %; measured here: differentiation confirmed by MAC1 staining
# An asterisk follows results filed as active; i = inactive; ? = inconclusive; . = no result given; [ ] = dose if it differs, or a comment.
SMILES,NTR1 agonist,NTR1 agonist cell count 20 µM,TNAP activation fold,K1F lysis inhibition,Salmonella PhoP GFP,Large T inhibition,MgcRacGAP inhibition,Myeloid diff 2,Myeloid diff 2 GFP+ MAC1+ %,T cell modulator,T cell modulator vesicle-bound %,RSV CPE inhibition
Cc1ccc(NC(=O)NC2(C(=O)NCc3ccco3)CCCCC2)cc1,-1.3,94,1.2,0.0%,-1%,9%,0%,i,1.2,i,30,-0.3%
O=C(NCCNC(=O)c1cc(Cl)ccc1Cl)c1cnccn1,-0.9,41,.,0.1%,13%,6%,9%,i,0.3,i,36,1.3%
Cc1cccc2cc(C#N)c(SCC(=O)NCc3cccs3)nc12,-0.8,89,1.2,-0.4%,-20%,6%,-2%,i,0.1,i,59,-0.1%
NCCc1c(C(=O)O)[nH]c2ccc([N+](=O)[O-])cc12,0.1,57,.,0.1%,1%,10%,12%,i,0.6,i,43,4.0%
C=CCSc1n[nH]c(-c2ccc(OCCCC)cc2)n1,0.9,48,0.7,2.0%,-8%,6%,5%,i,0.4,i,34,5.6%
NC(=S)N/N=C1\CC(n2nnn(-c3cccc(Cl)c3)c2=S)C2COC1O2 (stereo not given),0.4,58,1.1,0.0%,5%,18%,12%,i,0.2,i,52,-0.7%
Nc1c(C(=O)OCC(=O)Nc2ccc(Cl)cc2[N+](=O)[O-])[nH]c(=O)[nH]c1=O,0.6,59,.,0.3%,-2%,10%,13%,i,0.1,i,37,1.8%
COc1cc(OC)cc(C(=O)OCC(=O)Nc2ccc3[nH]c(=O)[nH]c3c2)c1,-1.4,69,.,1.1%[50 µM],-2%,9%,10%,i,0.8,i,43,-0.2%
COCCCN1C(=O)N(c2ccccc2)C(=O)C1CC(=O)Nc1ccc(F)cc1 (stereo not given),-0.9,62,.,0.1%,8%,8%,0%,i,0.5,i,56,0.2%
COCCCn1nnnc1SCC(=O)N1CCCC1,0.4,56,1.1,0.3%,-2%,24%,7%,i,0.8,i,17,2.0%
O=C(NCC(c1ccccc1Cl)N1CCCC1)c1ccc(N2CCCC2=O)cc1 (stereo not given),-0.4,52,.,-0.4%[50 µM],.,.,-3%,i,0.2,.,.,.
CCCC1(c2ccccc2)NC(=O)N(CC(=O)Nc2cc(S(=O)(=O)N3CCOCC3)ccc2Cl)C1=O (stereo not given),-2.0,48,1,0.3%,3%,4%,4%,i,0.2,i,46,-0.2%
COC(=O)c1[nH]c2ccc(F)cc2c1NS(=O)(=O)c1ccc(OC)cc1OC,-0.1,33,1.1,0.2%,-4%,6%,5%,i,1.2,i,10,-1.0%
Cc1ccc2c(c1)COc1c3ccc(C(=O)NC(C)C)cc3nn1-2,0.0,92,.,0.2%,-2%,7%,3%,i,0.8,i,62,16%
O=C(NN=Cc1c(O)ccc2ccccc12)c1ccc2c(c1)OCO2,4.8,41,.,1.0%[50 µM],.,.,3%,i,0.5,i,36,.

# Given with tabs: part of the list above
SMILES	NTR1 agonist	NTR1 agonist cell count 20 µM	TNAP activation fold	K1F lysis inhibition	Salmonella PhoP GFP	Large T inhibition	MgcRacGAP inhibition	Myeloid diff 2	Myeloid diff 2 GFP+ MAC1+ %	T cell modulator	T cell modulator vesicle-bound %	RSV CPE inhibition
O=C(NCCNC(=O)c1cc(Cl)ccc1Cl)c1cnccn1	-0.9	41	.	0.1%	13%	6%	9%	i	0.3	i	36	1.3%
Cc1cccc2cc(C#N)c(SCC(=O)NCc3cccs3)nc12	-0.8	89	1.2	-0.4%	-20%	6%	-2%	i	0.1	i	59	-0.1%
NCCc1c(C(=O)O)[nH]c2ccc([N+](=O)[O-])cc12	0.1	57	.	0.1%	1%	10%	12%	i	0.6	i	43	4.0%
C=CCSc1n[nH]c(-c2ccc(OCCCC)cc2)n1	0.9	48	0.7	2.0%	-8%	6%	5%	i	0.4	i	34	5.6%

# The list continues:
SMILES,NTR1 agonist,NTR1 agonist cell count 20 µM,TNAP activation fold,K1F lysis inhibition,Salmonella PhoP GFP,Large T inhibition,MgcRacGAP inhibition,Myeloid diff 2,Myeloid diff 2 GFP+ MAC1+ %,T cell modulator,T cell modulator vesicle-bound %,RSV CPE inhibition
Cc1ccc(C)n1NC(=O)c1cccc(Cl)c1,-0.6,50,1.1,-0.9%,11%,11%,5%,i,0.6,i,47,1.9%
COc1ccccc1CCn1c(N)cc(=O)[nH]c1=O,-2.2,88,.,0.4%,9%,10%,-2%,i,0.5,i,27,4.4%
COC(=O)c1ccc(C)c(NC(=O)CCSc2ccc(C)cc2)c1,-0.1,65,1.1,-0.5%[50 µM],10%,6%,3%,i,0.6,i,9,0.4%
COC(=O)c1c(NC(=O)/C=C/c2ccco2)sc2c1CCC2,5.6,48,1.1,6.6%,3%,34%,4%,i,0.5,i,30,1.1%
O=C1c2cccc3cccc(c23)N1CN1CCN(c2ccccn2)CC1,-0.4,30,1.1,0.6%,4%,2%,15%,i,1.0,i,32,16%
CCOc1ccc(NS(=O)(=O)c2ccc3c(c2)CCN3C(=O)CCC(=O)O)cc1,-1.1,49,1.1,-0.8%,19%,0%,7%,i,6.9,i,10,-0.3%
Cc1cccc(S(=O)(=O)Nc2ccc3c(c2)OCCO3)c1,0.7,56,1.1,0.2%,0%,2%,-6%,i,0.1,i,12,?
Cc1cc(Nc2ccc(Br)cc2)nc(-c2ccccc2O)n1,14,44,.,-1.6%,6%,4%,2%,i,0.1,i,37,50%
O=C(NC1CCCCC1)N1CCN(S(=O)(=O)c2ccc(F)cc2)CC1,-1.3,39,1.1,-0.8%,-5%,5%,0%,i,0.1,i,21,-1.0%
Cc1ccc(C(=O)N(C)c2nnc(-c3ccncc3)s2)cc1,-0.1,69,1,0.1%,0%,17%,0%,i,0.2,i,28,17%
O=C1N(Cc2cccc(Cl)c2)C[C@@H]2C[C@@H](c3ccco3)N3CCC[C@@]123,-0.7,46,1.1,0.0%,-6%,27%,1%,i,0.8,i,43,2.2%
COc1ccc(NC(=O)COC(=O)Cc2ccsc2)c(OC)c1,1.8,58,.,-0.9%,.,.,-10%,i,0.9,i,13,.
O=C1OC(c2ccc(Cl)cc2)=N/C1=C\C=C\c1ccco1,1.1,30,0.9,0.2%,-9%,58%,15%,i,0.2,i,41,0.3%
CCCCn1c(SCC(=O)NC(C)(C)C)nnc1-c1ccco1,-0.7,82,1,0.1%,1%,6%,3%,i,6.6,i,33,1.6%
NC(=O)Cc1nc2scc(-c3ccccc3)c2c(=O)[nH]1,3.0,44,1.1,.,-4%,7%,.,i,0.2,i,42,3.3%
CCCn1c(SCC(=O)Nc2nnc(CC)s2)nnc1-c1ccncc1,0.4,47,1,-0.1%,.,.,5%,i,0.2,i,64,0.4%
COc1cc(NC(=O)c2cnc(NCc3ccccc3)nc2C)cc(OC)c1OC,-1.2,81,.,0.1%,11%,7%,10%,i,0.3,i,17,3.6%
O=C(/C=C/c1ccc(Br)cc1)c1ccc(NC(=O)c2ccco2)cc1,3.2,69,0.9,0.2%,-5%,11%,8%,i,0.5,i,3,15%
CN(Cc1ccccc1)C(=C(Cl)Cl)/C(=C1/NCCN1C)[N+](=O)[O-],2.4,40,1.1,-1.0%,12%,2%,4%,i,0.1,i,52,-0.8%
Cc1ccc(NC(=O)C(c2ccccc2)c2ccccc2)nc1,-0.7,48,.,1.1%,-4%,23%,6%,i,0.4,i,59,0.3%
CCCCn1c(N)c(N(CC)C(=O)c2ccncc2)c(=O)[nH]c1=O,-1.3,65,.,0.4%[50 µM],.,.,5%,i,0.6,i,37,1.1%
CC(=O)Nc1ccc(Nc2ccccc2)cc1,-0.4,54,.,0.0%,4%,24%,76µM*,i,0.8,i,54,0.4%
Cc1cccc(C)c1NC(=O)CN(C)C(=O)C1=COCCO1,-1.3,55,.,1.0%[50 µM],.,.,5%,i,0.9,i,35,1.4%
COc1ccc(CCNC(=O)C(=O)NCCC2CCCCN2S(=O)(=O)c2cccs2)cc1 (stereo not given),0.9,63,.,-0.1%[50 µM],-2%,27%,4%,i,0.8,i,50,20%
Cc1cc(OCC(=O)Nc2ccccc2N2CCOCC2)c(C(C)C)cc1Cl,4.6,54,.,0.3%[50 µM],.,.,1%,i,0.4,i,42,.
COCCn1c(=NC(=O)CN2C(=O)CCC2=O)sc2cc(S(N)(=O)=O)ccc21,-0.1,84,1.1,-2.4%,8%,19%,7%,i,0.6,i,11,2.5%
Cc1ccc(NC(=O)c2sc(Cl)nc2-c2ccccc2)cc1,4.6,51,1,1.0%,1%,1%,4%,i,1.6,i,19,4.2%
O=S(=O)(c1cccc2cccnc12)N1CCN(Cc2ccc3c(c2)OCO3)CC1,0.8,42,1.1,0.0%,7%,6%,8%,i,3.7,i,27,-1.4%
N#Cc1c2n(c3c(=O)n(Cc4ccccc4Cl)cnc13)CCCC2,1.3,73,1,0.7%,-5%,20%,10%,i,9.1,i,30,6.5%
CC(C)(C)NC(=O)NC(=O)COC(=O)C1CCN(S(=O)(=O)c2cccs2)CC1,-0.3,68,.,0.1%[50 µM],.,.,4%,i,1.5,i,42,1.0%
O=C(CNC(=O)c1nc[nH]c1C(=O)N1CCc2ccccc2C1)OCc1ccccc1,5.1,48,.,-0.5%,0%,18%,3%,i,0.4,i,17,-0.6%
Cn1c(CCNC(=O)c2ccco2)nc2ccccc21,1.7,52,.,1.9%[50 µM],0%,19%,7%,i,0.6,i,27,-0.2%
CCOc1ccc2oc(C(=O)NC3CC(C)(C)NC(C)(C)C3)c(C)c2c1,0.0,57,1.1,-1.5%,-4%,2%,12%,i,0.2,i,17,-1.3%
Cc1ccc(NC(=O)/C=C/C(=O)O)c(NC(=O)c2ccccc2)c1,1.1,76,.,0.1%,8%,8%,12%,i,0.7,i,48,3.0%
COC(=O)c1c(NC(=O)CSc2nnc(Cn3nnc4ccccc43)n2C)sc(C)c1C,-0.8,36,1.1,0.8%,-4%,4%,-1%,i,13,i,34,-1.2%
CCc1nnc(NC(=O)C2CCN(c3nccc(C)n3)CC2)s1,-0.9,68,1.1,-0.3%,11%,7%,-3%,i,0.9,i,53,8.8%

# Screens deposited in PubChem by several laboratories.
